High-throughput results (PubChem BioAssay)
A350 fluor: compounds fluorescent in Alexa 350 spectral region; hit rate 11% among 59,000; max dye-equivalent concentration, M; Compound autofluorescence, 340/450 nm, Alexa 350 dye-equivalents; active compounds read high; in the data active = max dye-equivalent concentration above about 10 nM; inconclusive = mostly about 1.1 nM to 9.6 nM
HEK293 cAMP cs: counter-screen for TSHR agonists: cAMP increase in parental HEK293; parental HEK293 CNG cAMP sensor, membrane potential fluorescence; Potency, µM (top dose mostly 57.1 µM), for the others: at the highest dose activation, actives largely listed as activators; hit rate 2.5% among 73,000; AID 938; also: potency is read from the fitted curve at half-maximal effect; % of control where 0% means no effect; nearly all actives have a fitted effect of over 55% in size
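Counterscreen for endogenous-receptor signalling: CNG-channel HEK 293 cells report cAMP rise by membrane depolarization. After 60 min dye equilibration with 100 uM RO 20-1724, compounds incubated 30 min before bottom-read fluorescence at 590 nm.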
BRCT PPI green: inhibitors of human BRCA1 BRCT-phosphoprotein interaction (green fluorophore) | hit rate 0.05% among 75,000 | BRCA1 BRCT-phosphopeptide binding, green fluorescence polarization | AID 875 | P38398 | Potency, µM (titrated, usually from 76.9 µM), without a hit: at the top dose activity change, negative = inhibition, most hits filed as inhibitors;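 also: potency is read from the fitted curve at half-maximal effect; plate controls were peptide without protein for full effect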
Target sequence (P38398 whole entry, looked up): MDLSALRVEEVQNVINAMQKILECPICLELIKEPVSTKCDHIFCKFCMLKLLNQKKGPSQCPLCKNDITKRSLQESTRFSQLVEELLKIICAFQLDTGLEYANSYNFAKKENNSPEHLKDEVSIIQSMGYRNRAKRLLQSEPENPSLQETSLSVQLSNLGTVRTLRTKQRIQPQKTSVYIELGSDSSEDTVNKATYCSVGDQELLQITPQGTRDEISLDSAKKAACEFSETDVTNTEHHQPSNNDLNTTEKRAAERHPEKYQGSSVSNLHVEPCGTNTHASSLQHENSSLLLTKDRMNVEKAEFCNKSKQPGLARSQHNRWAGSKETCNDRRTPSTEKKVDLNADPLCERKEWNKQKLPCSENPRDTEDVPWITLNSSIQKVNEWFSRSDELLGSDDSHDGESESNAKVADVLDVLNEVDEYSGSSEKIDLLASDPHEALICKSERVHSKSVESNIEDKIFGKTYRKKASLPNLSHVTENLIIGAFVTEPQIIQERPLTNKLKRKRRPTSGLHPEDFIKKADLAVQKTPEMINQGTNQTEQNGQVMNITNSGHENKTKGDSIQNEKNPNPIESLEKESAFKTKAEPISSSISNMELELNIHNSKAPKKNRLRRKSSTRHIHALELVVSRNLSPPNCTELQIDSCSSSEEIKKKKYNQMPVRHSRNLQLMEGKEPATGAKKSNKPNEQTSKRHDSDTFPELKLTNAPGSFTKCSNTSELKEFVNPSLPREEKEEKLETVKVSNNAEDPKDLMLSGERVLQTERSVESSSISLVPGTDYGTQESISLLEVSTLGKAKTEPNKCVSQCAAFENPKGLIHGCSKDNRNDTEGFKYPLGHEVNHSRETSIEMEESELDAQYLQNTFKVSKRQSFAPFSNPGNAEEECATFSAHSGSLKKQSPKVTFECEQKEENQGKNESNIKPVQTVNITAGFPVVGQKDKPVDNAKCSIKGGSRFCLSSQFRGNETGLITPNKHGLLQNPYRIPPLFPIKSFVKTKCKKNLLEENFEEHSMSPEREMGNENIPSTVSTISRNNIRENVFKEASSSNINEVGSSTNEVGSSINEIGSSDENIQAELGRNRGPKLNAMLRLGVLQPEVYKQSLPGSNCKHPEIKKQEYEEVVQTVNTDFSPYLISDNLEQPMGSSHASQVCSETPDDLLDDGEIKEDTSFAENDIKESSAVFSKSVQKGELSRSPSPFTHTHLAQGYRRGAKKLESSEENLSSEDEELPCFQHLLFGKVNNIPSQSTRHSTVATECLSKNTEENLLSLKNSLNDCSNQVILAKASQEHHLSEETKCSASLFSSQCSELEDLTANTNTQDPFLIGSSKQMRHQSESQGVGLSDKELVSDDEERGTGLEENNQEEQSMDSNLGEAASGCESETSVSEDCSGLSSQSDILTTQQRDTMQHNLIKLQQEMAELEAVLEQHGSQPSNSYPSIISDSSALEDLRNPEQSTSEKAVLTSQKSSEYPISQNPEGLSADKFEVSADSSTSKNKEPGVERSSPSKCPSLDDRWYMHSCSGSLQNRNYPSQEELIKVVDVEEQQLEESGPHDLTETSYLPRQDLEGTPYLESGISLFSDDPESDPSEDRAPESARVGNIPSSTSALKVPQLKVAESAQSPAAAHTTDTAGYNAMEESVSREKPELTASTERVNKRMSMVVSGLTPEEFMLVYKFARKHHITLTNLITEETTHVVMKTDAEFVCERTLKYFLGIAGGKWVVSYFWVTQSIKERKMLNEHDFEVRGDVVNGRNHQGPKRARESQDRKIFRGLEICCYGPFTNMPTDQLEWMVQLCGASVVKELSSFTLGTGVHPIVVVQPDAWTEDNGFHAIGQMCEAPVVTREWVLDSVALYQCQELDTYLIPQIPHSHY
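Compounds were incubated for 12 min at room temperature with a complex of 100 nM fluorescein-tagged pBACH1 decapeptide and 250 nM His-tagged BRCT protein. Buffer was phosphate pH 7.3 with EDTA, DTT and Tween 20. Disruption of binding lowers the polarization signal.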
BRCT PPI red: BRCT-phosphoprotein interaction inhibition (red fluorophore); BRCT-phosphopeptide binding, red fluorescence polarization; AID 892; hit rate 0.03% among 75,000; Potency, µM (series often up to 76.9 µM), without a hit: at the top dose activity change, negative = inhibition, hits mostly inhibitors; also: % is scaled to controls: 0 for no effect and ±100 for the full control effect
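Fluorescence polarization: 100 nM His-tagged BRCA1 BRCT with 100 nM TAMRA-labelled phospho-BACH1 decapeptide, phosphate buffer pH 7.3 with 150 mM NaCl, DTT, 0.01% Tween 20; 12 min RT. Binding inhibition seen as FP decrease.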
USP2a inh: blocks human ubiquitin-specific protease USP2a; O75604; USP2a enzymatic assay, qHTS inhibition; Potency, µM (series often up to 38.3 µM), for the others: at the top dose activity change, negative = inhibition, hits mostly inhibitors; hit rate 0.1% among 60,000; AID 927;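 also: potency is read from the fitted curve at half-maximal effect; nearly all actives have a fitted effect of over 60% in size; plate controls were DMSO for no effect and NEM full inhibition control for full effect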
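USP2 core (20nM final) preincubated 30 min RT with compound, then Ub-PLA2 20nM and NBD C6-HPC 20uM final added; buffer 20mM Tris-HCl pH 8.0, 2mM CaCl2. Fluorescence Ex 460/Em 535 read at 0 and 2.5 h; normalized to NEM.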
UbGFP stabilizer: inhibits proteasome, raising ubiquitin-GFP reporter fluorescence; Ubiquitin-GFP reporter cells, proteasome inhibition, GFP fluorescence; response scale: untreated = 0%, 10 µM MG-132 = 100%; Potency, µM (titrated, usually from 45.9 µM), inactives show top-dose activation (GFP accumulation), usual class: activators; 67,000 tested, under 10 active; active = well fitted activation curve with a large enough effect, not every such curve was filed as active; inconclusive = small, poorly fitted or top-dose-only effect, or another doubt; inactive = no such curve, though single readings can be large or run the other way; also: potency is read from the fitted curve at half-maximal effect
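Proteasome block read as GFP accumulation: ubiquitin(G76V)-GFP U2OS cells exposed to compound (2.9 nM–46 uM) for 4 hr at 37 C. Normalization used untreated cells as 0% and 10 uM MG-132 as 100%; concentration-response curves fitted.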
Fluorescein fluor: fluorescein region autofluorescence. Compound autofluorescence, 480/540 nm, fluorescein-equivalent; active compounds read high. hit rate 0.91% among 59,000. max fluorescein-equivalent concentration, M. AID 593; in the data active = max fluorescein-equivalent concentration above about 10 nM; inconclusive = between about 1.1 nM and that limit
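In this qHTS profile, compound fluorescence was measured with a 480 nm/540 nm filter pair following a 15-min room-temperature incubation in 100 mM Tris (pH 8.0). A six-point fluorescein series on each plate served for normalization.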
4-MU autofl: 4-MU region autofluorescence; hit rate 11% among 59,000; compound autofluorescence, 340/450 nm, 4-MU equivalents; active compounds read high; max dye-equivalent concentration, M; AID 589; in the data active = max dye-equivalent concentration above about 10 nM; inconclusive = mostly about 1.1 nM to 9.6 nM
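Compounds in 100 mM Tris, pH 8.0, incubated 15 min at room temperature, then fluorescence read at 340 nm excitation/450 nm emission. Signal converted to 4-MU dye-equivalent concentration using an on-plate six-point 4-MU standard curve.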
GFP derepression: epigenetic GFP locus derepression in mouse cells | mouse C127i GFP locus derepression, cytometry, 30 h | Potency, µM (titrated, usually from 46.1 µM), for inactives: top-dose GFP derepression (activation) | hit rate 0.09% among 68,000 | AID 597; also: % of control where 0% means no effect
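Murine C127i mammary cells carrying a silenced, stably integrated CMV-driven GFP reporter were treated with compound for 30 hours at 37 C. After PBS washes, GFP-positive cells were counted by laser-scanning microplate cytometry.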
Caspase-7 inhib: allosteric or competitive inhibitors of human caspase-7. P55210. recombinant caspase-7, Ac-DEVD-AFC fluorescence rate. Potency, µM (titrated, usually from 57.5 µM), for inactives: at the highest dose activity change, negative = inhibition, actives largely listed as inhibitors. hit rate 0.02% among 75,000; active = well fitted inhibition curve with a large enough effect in the main read-out, with a control signal flat, not every such curve was filed as active; inconclusive = small, poorly fitted or top-dose-only effect, or a change in a side signal; also: potency is read from the fitted curve at half-maximal effect; % of control where 0% means no effect
Caspase-1 inhib: blocks human caspase-1 allosterically or competitively. P29466. Caspase-1 enzyme, Ac-WEHD-AFC fluorogenic rate. Potency, µM (doses to about 57.5 µM), without a hit: top-dose activity change, negative = inhibition, most hits filed as inhibitors. hit rate 0.03% among 75,000;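 also: potency is read from the fitted curve at half-maximal effect; plate controls were vehicle for no effect and no substrate for full effect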
Active calls of the source: *; i = inactive; ? = inconclusive; . = not tested or not shown; [ ] = another dose, or the depositor's remark. Unless noted, calls follow the shape of the dose curve; as a rule, active = well fitted curve in the direction sought with a large enough effect; inconclusive = small, poorly fitted or top-dose-only effect, or another doubt; inactive = no such curve, though single readings can be large; an effect the other way counts as inactive or inconclusive. The list is partial (hit frequency here may not be typical).

SMILES | A350 fluor | HEK293 cAMP cs | BRCT PPI green | BRCT PPI red | USP2a inh | UbGFP stabilizer | Fluorescein fluor | 4-MU autofl | GFP derepression | Caspase-7 inhib | Caspase-1 inhib
CC(=O)NS(=O)(=O)c1ccc(NC(=O)c2ccccc2F)cc1 | . | 0%[11.4 µM] | -0.5% | 1.5% | 2%[7.66 µM] | -5%[9.17 µM] | . | . | -2% | -1% | 0%
CCOC(=O)c1ccc(N2C(=O)CC(NC3CCN(C(=O)c4cccc(Cl)c4)CC3)C2=O)cc1 (stereo not drawn) | i | 0% | -2.0% | 0.3% | 25% | 5% | i | i | 2% | -1% | 1%
c1ccc(Nc2nc3ccccc3[nH]2)nc1 | ? | -4% | -1.4% | -0.4% | 6% | -2% | ? | i | 25% | -2% | 1%
COC(=O)[C@@]1(Cc2ccccc2)[C@H]2c3cc(C(=O)N4CCCC4)[nH]c3C[C@H]2CN1C(=O)c1ccccc1 | . | 13% | -0.1% | -0.3% | . | . | . | . | . | -1% | 2%
CC[C@@H]1OC(=O)[C@H](C)[C@H](O[C@@H]2C[C@](C)(OC)[C@H](O)[C@H](C)O2)[C@H](C)[C@H](O[C@@H]2O[C@@H](C)C[C@@H](N(C)C)[C@@H]2O)[C@](C)(O)C[C@H](C)C(=NOCOCCOC)[C@H](C)[C@H](O)[C@]1(C)O | i | -3%[25.6 µM] | -2.3%[34.4 µM] | -0.8%[34.4 µM] | 12%[17.1 µM] | -3%[20.5 µM] | ? | i | 2%[20.6 µM] | -1%[25.7 µM] | -3%[25.7 µM]
Cn1c(Cc2ccccc2)nnc1SCC(=O)N1CCOCC1 | i | 2% | -0.9% | 1.4% | 1% | -2% | i | i | -3% | -1% | 3%
CC(C)CC(NC(=O)C1CCCN1C(=O)OC(C)(C)C)C(=O)NCC(N)=O (stereo not drawn) | ? | -1% | -1.9% | -0.1% | -6% | -2% | ? | i | 1% | 8% | 1%
O=C1C2CCCN2C(c2ccccc2)N1c1cccc(Cl)c1 (stereo not drawn) | . | 3% | -1.1% | 0.4% | . | 1% | . | . | 0% | 1% | 0%
CCNc1cc(O)ccc1C | . | -33%[inhibitor] | -1.9% | -3.8% | . | . | . | . | . | -11% | -6%
COc1ccc(CC(NC(C)=O)C(=O)NC2CCN(c3c4c(nc5ncnn35)CCC4)CC2)cc1 (stereo not drawn) | i | 0% | -4.4% | -1.2% | -9% | 0% | ? | i | 0% | 7% | 0%
Cc1cccc(N(C(=O)Cn2nnc3ccccc32)C(C(=O)NCc2ccco2)c2ccncc2)c1C (stereo not drawn) | i | 4% | -0.7% | 0.2% | 19% | 0% | ? | i | -2% | 0% | 4%
CC(C)CCNc1nc2c(c(=O)[nH]c(=O)n2C)n1CC(O)COC(C)C (stereo not drawn) | i | 5% | 7.8% | -0.1% | 8% | 10% | i | i | -3% | -1% | 2%
CCC(C(=O)c1ccc(O)cc1)c1ccccc1 (stereo not drawn) | ? | 2% | 0.0% | 0.0% | 3% | 0% | i | i | 2% | 0% | -3%
Cc1nn(-c2ccc3nnc(Br)n3n2)c(C)c1Br | i | 0% | -3.0% | -0.7% | 0% | -3% | ? | i | 0% | -1% | 0%
O=C1CSc2ccc(C(=O)N3CCN(c4ccccn4)CC3)cc2N1 | i | 2% | -3.2% | -1.4% | 8% | 10% | i | i | 2% | -3% | -1%
C[C@@H]1/C=C\CC(=O)OC[C@H](C)C(=O)N[C@@H](C)C(=O)OC1 | . | 2%[11.4 µM] | -0.6%[15.4 µM] | -1.7%[15.4 µM] | . | . | . | . | . | -1%[11.5 µM] | 0%[11.5 µM]
CO[C@@H]1COC(=O)C/C=C\[C@@H](C)COC(=O)[C@H](Cc2ccccc2)NC(=O)C/C=C\[C@H]1C | . | 5%[11.4 µM] | -2.0%[15.4 µM] | 0.4%[15.4 µM] | . | . | . | . | . | 6%[11.5 µM] | 1%[11.5 µM]
COc1ccc2oc(C(=O)CCC(=O)O)c(N)c2c1 | . | 5% | -0.6% | 1.3% | . | -10% | . | . | . | -18% | -14%
COc1ccccc1CN1CC[C@@]2(CCCN(S(C)(=O)=O)C2)C1 | i | 19% | -3.3% | 0.7% | 13% | 7% | i | i | 2%[9.22 µM] | 1% | -2%
Cc1cccc(C2CC(c3ccccc3)Nc3ncnn32)c1 (stereo not drawn) | . | 10% | -0.5% | 1.6% | . | 1% | . | . | . | 0% | 1%
COc1ccc(NC(=O)c2ccco2)cc1NC(=O)c1cccs1 | 1.3e-08M* | -2% | -2.2% | 0.9% | 6% | -2% | i | 1.3e-08M* | 4% | -1% | 1%
OCC1CCCN(Cc2ccc(-c3ccccc3)cc2)C1 (stereo not drawn) | . | 17% | 0.6% | -0.6% | 2% | -1% | . | . | -2% | -2% | -2%
Nc1nc(-n2cnnc2)nn1-c1ccccc1 | . | 2% | -0.2% | -1.0% | . | . | . | . | . | -1% | -3%
CC1CCN(CC(=O)Nc2ccccc2C#N)CC1 | i | 4% | -0.5% | 0.9% | 3% | -4% | i | i | 9% | -1% | -3%

Part of the list above in order of SMILES length, rising:
SMILES | A350 fluor | HEK293 cAMP cs | BRCT PPI green | BRCT PPI red | USP2a inh | UbGFP stabilizer | Fluorescein fluor | 4-MU autofl | GFP derepression | Caspase-7 inhib | Caspase-1 inhib
CCC(C(=O)c1ccc(O)cc1)c1ccccc1 (stereo not drawn) | ? | 2% | 0.0% | 0.0% | 3% | 0% | i | i | 2% | 0% | -3%
OCC1CCCN(Cc2ccc(-c3ccccc3)cc2)C1 (stereo not drawn) | . | 17% | 0.6% | -0.6% | 2% | -1% | . | . | -2% | -2% | -2%
CO[C@@H]1COC(=O)C/C=C\[C@@H](C)COC(=O)[C@H](Cc2ccccc2)NC(=O)C/C=C\[C@H]1C | . | 5%[11.4 µM] | -2.0%[15.4 µM] | 0.4%[15.4 µM] | . | . | . | . | . | 6%[11.5 µM] | 1%[11.5 µM]

Remaining list, next part.
SMILES | A350 fluor | HEK293 cAMP cs | BRCT PPI green | BRCT PPI red | USP2a inh | UbGFP stabilizer | Fluorescein fluor | 4-MU autofl | GFP derepression | Caspase-7 inhib | Caspase-1 inhib
C=CCn1c(Cc2cccs2)nnc1SCC(=O)Nc1ccc(C(=O)OCC)cc1 | i | 12% | -1.4% | -0.2% | 11% | 2% | ? | i | 4% | -3% | -2%
COC(=O)C/C=C\[C@@H](C)[C@@H](/C=N\O[C@@H](C)c1cn([C@H]2COC[C@H]2O)nn1)OC | . | -2%[11.4 µM] | -0.5%[15.4 µM] | -0.1%[15.4 µM] | . | . | . | . | . | 1%[11.5 µM] | -1%[11.5 µM]
O=C(CSc1ncccc1C(=O)O)c1ccccc1 | . | 10% | -1.6% | -1.1% | -4% | 4% | . | . | 0% | 0% | 2%
C=CCCC(=O)Nc1ccc(COC(=O)N2CCOCC2)cc1 | ? | -2% | -1.9% | 0.4% | -1% | 7% | ? | i | 2% | 0% | -1%
CCN(CCNC(=O)C1CC(=O)N(CCc2ccccc2)C1)c1ccccc1 (stereo not drawn) | i | 3% | -0.6% | 0.0% | 10% | 4% | i | i | 2% | 2% | 0%
c1ccc(N2CCN(c3cnccn3)CC2)nc1 | i | -4% | -2.8% | 0.5% | 2% | 1% | ? | i | -1% | 0% | 5%
COc1ccc(C2C(C(=O)Nc3cccnc3)=C(C)Nc3nc(-c4ccco4)nn32)cc1 (stereo not drawn) | . | ? | 0.4% | 1.3% | . | -3% | . | . | 0% | 1% | 0%
CCn1c(Cn2nnc(-c3ccccc3)n2)nnc1SCC(=O)Nc1cccc(C(C)=O)c1 | i | -8% | 1.6% | 1.0% | 23% | 1% | i | i | -1% | 1% | 2%
COc1ccc(OC)c(NC2c3ccccc3C(=O)N2Cc2ccc3c(c2)OCO3)c1 (stereo not drawn) | . | 11% | 1.0% | 0.3% | . | -9% | . | . | . | -3% | -2%
CC1(c2ccc3noc(-c4ccc(Cl)cc4)c3c2)OCCO1 | ? | ? | 2.5% | -0.8% | 17% | . | i | ? | 2% | -7% | -7%
C=CCn1c(SCC(=O)Nc2ccc3c(c2)OCO3)nnc1-c1ccccc1O | i | -4% | -1.6% | -1.3% | 24% | -3% | i | i | -3% | 0% | -1%
O=C(N1CCCC1)n1c(Cc2ccccc2)nc2ccccc21 | i | 6% | -1.4% | 1.2% | -1% | -9% | i | i | -3% | -2% | 0%
CCc1cc2c(NCC(=O)O)ncnc2s1 | i | 18% | -5.6% | 0.0% | -3% | -1% | ? | i | 0% | 1% | -1%
CC(=O)N(CCN(C(C)=O)c1ccccc1)c1ccccc1 | . | 3% | -2.2% | -0.9% | -1% | 8% | . | . | 0% | 0% | 1%
CCOC(=O)c1sc2ncn(C(CC)C(=O)OC)c(=O)c2c1C (stereo not drawn) | . | 6% | -0.4% | -0.1% | -8% | 14% | . | . | -2% | 2% | 0%

Quoted from the listing:
Caspase-1 inhib with C=CCn1c(SCC(=O)Nc2ccc3c(c2)OCO3)nnc1-c1ccccc1O : -1%
USP2a inh with C=CCn1c(Cc2cccs2)nnc1SCC(=O)Nc1ccc(C(=O)OCC)cc1 : 11%
